Source: PubChem BioAssay (National Center for Advancing Translational Sciences (NCATS))
Vif-A3F inh = inhibitors of Vif-A3F interaction | HeLa A3F-eYFP + Vif (tagged APOBEC3F with the HIV-1 protein that degrades it), YFP fluorescence increase | Potency, µM (top dose mostly 46.1 µM), for the others: at the top dose activity, negative = active | 390,000 tested, 0.2% active | AID 602313; note: potency is the fitted concentration of half-maximal effect; % of control where 0% means no effect; nearly all actives have a fitted effect of over 65% in size
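HeLa cells stably expressing Vif plus C-terminally eYFP-tagged A3F were seeded, incubated overnight at 37 deg C, dosed with compound, incubated overnight again at 37 deg C. Yellow fluorescence (Ex 488/Em 500-530) reported blocked Vif-mediated A3F-eYFP degradation.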
TrxR1 substrate = substrates of rat thioredoxin reductase 1; 390,000 tested, 0.01% active; AID 588456; Potency, µM (titrated, usually from 114 µM), inactives show at the top dose activity change, negative = substrate turnover; purified TrxR1 substrate turnover, NADPH consumption readout; O89049; note: potency is the fitted concentration of half-maximal effect; % is set by controls: 0 for no effect and ±100 for the full control effect; nearly all actives have a fitted effect of over 50% in size
Target sequence (O89049 whole entry, looked up): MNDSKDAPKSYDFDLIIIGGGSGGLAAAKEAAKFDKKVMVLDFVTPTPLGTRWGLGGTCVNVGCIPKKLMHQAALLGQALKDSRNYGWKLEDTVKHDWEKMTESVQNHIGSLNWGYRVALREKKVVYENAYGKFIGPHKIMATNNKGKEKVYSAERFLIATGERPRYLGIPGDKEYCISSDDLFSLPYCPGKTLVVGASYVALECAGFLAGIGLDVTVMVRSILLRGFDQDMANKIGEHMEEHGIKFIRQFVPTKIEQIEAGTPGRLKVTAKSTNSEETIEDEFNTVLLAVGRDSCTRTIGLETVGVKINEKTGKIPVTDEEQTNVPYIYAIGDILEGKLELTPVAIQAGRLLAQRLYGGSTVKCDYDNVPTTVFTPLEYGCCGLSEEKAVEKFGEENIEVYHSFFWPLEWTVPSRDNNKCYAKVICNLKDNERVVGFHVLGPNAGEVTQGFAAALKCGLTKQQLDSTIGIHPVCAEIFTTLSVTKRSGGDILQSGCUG
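Rat TrxR1, dispensed at 90 nM, was prereduced with 400 uM NADPH (final) for 5 min at ~22 deg C, then incubated with compound 15 min before 400 uM selenite. A first-read NADPH fluorescence drop versus no-compound background flagged substrates.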
LDHA inh = inhibitors of human lactate dehydrogenase A | P00338 | purified LDHA, NADH/diaphorase-resazurin fluorescence; active compounds read low | activity change, % (values are at about 110 or 230 µM) | 480,000 tested, 0.15% active | AID 1347041; in the data active = activity change below about -30%; inconclusive = mostly about -25% to -30%;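 note: plate controls were DMSO wells for no effect and wells without enzyme for full effect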
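Human LDH5 at 2 nM final in Tris HCl pH 7.4 with 0.06 mM NADH and 0.2 mM pyruvate, reacted 5 minutes at room temperature. Remaining NADH coupled via diaphorase/resazurin; resorufin fluorescence read at 0 and 20 minutes, normalized to enzyme-free and DMSO wells.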
PI4K2A inh = inhibitors of human PI4K2A | Q9BTU6 | purified PI4K2A, ADP-Glo luminescence, 1 h; active compounds read low | activity change, negative = inhibition, % at 76.9 µM | 420,000 tested, 0.13% active | AID 1346378; in the data active = activity change below about -50%; inconclusive = mostly about -30% to -49%;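 note: -100% = wells without enzyme as full effect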
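PI4K2A activity was measured by ADP-Glo luminescence: enzyme (4 ug/mL stock) and phosphatidylinositol (1.2 mM stock) in Tris pH 7.5/MgCl2/EGTA/Triton X-100 buffer were reacted with ATP (300 microM stock) for one hour at ambient temperature.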
Vif-A3G inh = blocks the Vif interaction with human APOBEC3G. Q9HC16. HeLa A3G-eYFP + Vif (tagged APOBEC3G with the HIV-1 protein that degrades it), YFP fluorescence, overnight. Potency, µM (doses to about 46.1 µM), inactives show top-dose activity, negative = active, hits mostly inhibitors. 410,000 tested, 0.076% active;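 note: potency is the fitted concentration of half-maximal effect; % is set by controls: 0 for no effect and ±100 for the full control effect; nearly all actives have a fitted effect of over 60% in size; hits raise eYFP signal because A3G escapes Vif-driven loss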
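HeLa cells stably expressing Vif and C-terminally eYFP-tagged A3G, seeded overnight at 37 deg C, then exposed to compound by pintool overnight at 37 deg C. Rise in yellow fluorescence (Ex 488/Em 500-530, Acumen) marks blocked Vif-driven A3G degradation.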
USP1-UAF1 inh = inhibitors of human USP1/UAF1 deubiquitinase; O94782; recombinant USP1/UAF1, Ub-Rhodamine cleavage fluorescence; Potency, µM (series often up to 57.1 µM), without a hit: at the highest dose activity change, negative = inhibition, actives largely listed as inhibitors; 390,000 tested, 0.23% active; note: potency is the fitted concentration of half-maximal effect; % is set by controls: 0 for no effect and ±100 for the full control effect; nearly all actives have a fitted effect of over 60% in size; inactives centre near -12
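USP1/UAF1 complex (1 nM) preincubated 15 min at room temperature with compound, then Ub-Rho substrate (150 nM final) added. Kinetic fluorescence at 480/540 nm over 6 reads at 60 s intervals; 50 mM HEPES pH 7.8, 0.5 mM EDTA, 0.1 mg/ml BSA, 1 mM TCEP, 0.01% Tween-20.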
RXFP1 ag = RXFP1 (human) receptor agonism; Potency, µM (doses to about 57.5 µM), for inactives: at the highest dose activation, most hits filed as activators; HEK293T-RXFP1 cAMP TR-FRET, 30 min; response scale: percent of porcine relaxin response, buffer zero; 370,000 tested, 0.3% active; note: potency is the fitted concentration of half-maximal effect; % is set by controls: 0 for no effect and ±100 for the full control effect; nearly all actives have a fitted effect of over 60% in size; many of its hits are not listed in these tables
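cAMP rise read by TR-FRET after 30 min, 37C compound exposure (up to 58 uM) in RXFP1-transfected HEK293 cells with Ro 20174 present. EC50 from Hill-equation fits, with 29 nM porcine relaxin as 100% and buffer as basal.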
GRP78 ERSR act = induces the endoplasmic reticulum stress response in human glioma cells. Potency, µM, without a hit: at the highest dose activation, hits mostly activators. U87-MG GRP78 promoter luciferase reporter, 16 h. 420,000 tested, 0.02% active; note: potency is the fitted concentration of half-maximal effect; series mostly up to about 76 µM; % of control where 0% means no effect; nearly all actives have a fitted effect of over 35% in size
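Stably transfected U87-MG human glioma cells carrying a GRP78-based luminescent sensor were seeded at 1000 cells/well, pin-dosed with compounds and incubated 16 h. Luciferase reagent was then added, and end-point luminescence was read after 10 min at room temperature.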
IDH1 R132H inh = inhibitors of human mutant IDH1 R132H; O75874; IDH1-R132H enzyme, NADPH consumption, diaphorase/resazurin fluorescence; Potency, µM (titrated, usually from 76.6 µM), without a hit: at the top dose activity change, negative = inhibition, most hits filed as inhibitors; 390,000 tested, 0.093% active; AID 602179; note: potency is the fitted concentration of half-maximal effect; % is set by controls: 0 for no effect and ±100 for the full control effect; nearly all actives have a fitted effect of over 65% in size
Target sequence (O75874 whole entry R132H, stated change not applied): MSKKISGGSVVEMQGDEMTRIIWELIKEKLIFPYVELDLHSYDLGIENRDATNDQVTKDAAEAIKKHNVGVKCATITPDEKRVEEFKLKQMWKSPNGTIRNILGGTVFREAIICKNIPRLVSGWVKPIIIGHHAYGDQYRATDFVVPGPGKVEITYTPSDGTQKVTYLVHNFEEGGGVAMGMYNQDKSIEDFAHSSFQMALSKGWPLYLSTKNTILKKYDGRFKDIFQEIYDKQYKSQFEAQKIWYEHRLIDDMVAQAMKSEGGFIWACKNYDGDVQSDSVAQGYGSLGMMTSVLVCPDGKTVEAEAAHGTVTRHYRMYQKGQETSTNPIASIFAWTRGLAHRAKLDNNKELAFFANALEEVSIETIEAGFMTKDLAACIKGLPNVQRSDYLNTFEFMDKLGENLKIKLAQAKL
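IDH1-R132H (0.5 ug/mL) preincubated 30 min with compound, then NADPH (0.016 mM) and alpha-KG (2 mM) added; 80 min at RT, pH 7.5. Remaining NADPH coupled via diaphorase/resazurin to fluorescence (540/590 nm); concentration-response curves normalized to no-enzyme control.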
Active calls of the source: *; ? = inconclusive; / = no result given; & = joins results of further samples; [ ] = another dose, or the depositor's remark. Unless noted, calls come from the whole dose curve; as a rule, active = well fitted curve in the direction sought with a large enough effect; inconclusive = small, poorly fitted or top-dose-only effect, or another doubt; inactive = no such curve, though single readings can be large; an effect the other way counts as inactive or inconclusive. Not all compounds are listed; rates above refer to the full screens.

SMILES	Vif-A3F inh	TrxR1 substrate	LDHA inh	PI4K2A inh	Vif-A3G inh	USP1-UAF1 inh	RXFP1 ag	GRP78 ERSR act	IDH1 R132H inh
COc1ccc(-c2csc(NC(=O)c3ccc(S(=O)(=O)N4CCc5ccccc5C4)cc3)n2)cc1	8%	-21%[57.1 µM]	-3	-2	-2%	-17%	0.2%	-5%	2%
Cc1noc(C)c1COC(=O)CCCOc1ccc(Cl)cc1Cl	-5%	3%	-6	2	-10%	-27%	3.9%	-5%	2%
COc1ccc([C@H]2[C@H](C(=O)OC(C)(C)C)N3N=Cc4ccccc4C3C23C(=O)c2ccccc2C3=O)cc1OC (some centres not stated)	0%	-7%	17	1	-9%	-15%	6.1%	-2%	-4%
O=C(CC(Nc1ccc(Cl)cc1Cl)C(=O)O)c1ccccc1 (configuration not stated)	-6%	1%	-1	-10	-23%	-19%	1.2%	-8%	-4%
CCc1ccccc1NC(=O)Cn1c(=O)n(Cc2ccc(OC)cc2)c(=O)c2oc3ccccc3c21	1%	-1%	-15	1	5%	?	5.6%	-5%	-16%
COC(=O)Nc1nn(Cc2ccccc2F)cc1Br	1%	7%	-3	2	3%	-9%	-0.2%	-2%	5%
COC(=O)Cn1c(O)c(N=NC(=O)CNC(=O)COc2cccc(C)c2)c2ccccc21	?	-5%	-1	2	4%	-15%	-5.4%	-3%	3%
Fc1cccc(Cl)c1CSc1nnc(-c2ccncc2)o1	4%	2%	-6	1	1%	-3%	3.8%	10%	30%
CCC(C)NC(=O)COc1ccc(OCc2ccccc2)cc1 (configuration not stated)	-1%	-5%[57.1 µM]	3	-8	-2%	-18%	0.6%	-1%	-5%
CNC(=O)c1[nH]cnc1C(=O)Nc1ccc(F)cc1	8%	3%	-4	-3	1%	-5%	-0.7%	3%	-4%
O=C1CCC(C(=O)Nc2ccccc2)N1 (configuration not stated)	-6%	8%	-3	1	-7%	-7%	1.5%	-4%	1%
O=C(O)C1=CC[C@@H](c2ccc(Cl)cc2)N(S(=O)(=O)c2ccc(Cl)cc2)C1	2%	8%[57.1 µM]	-2	-3	-4%	?	1.2%	-5%	4%
COc1ccc(CN2C(=O)C(CC(=O)NC3CCCCC3)CC(C(=O)N3CCOCC3)=C2C)cc1 (configuration not stated)	-2%	/	-6	-6	0%	6%	/	-2%	2%
CC(NC(=O)c1ccco1)c1ccc(-n2ccnc2)cc1 (configuration not stated)	?	1%	2	1	-1%	-16%	-0.1%	-4%	6%
CCCc1nc(SCc2ccccn2)c2c(=O)n(C)c(=O)n(C)c2n1	-4%	4%[57.1 µM]	-8	-8	-5%	-30%	4.0%	-1%	-1%
O=C(NCCc1ccc(Cl)cc1)c1cc(-c2ccccc2)n[nH]1	-2%	7%	-7	0	5%	-4%	0.8%	-3%	34%[activator]
COc1ccccc1N1CCN(C(=O)COc2cccc3ccccc23)CC1	4%	2%	0	1	0%	-8%	1.4%	-2%	-5%
O=C(CN1CCN(CCC(=O)Nc2ccccc2F)CC1)Nc1ccc(F)cc1	2%	-3%[57.1 µM]	0	0	-1%	-17%	2.5%	-8%	1%
O=C(NCc1nc2ccccc2[nH]1)C1=C[C@@H](c2ccc(C(F)(F)F)cc2)C[C@@H](OCc2ccc(CO)cc2)O1	3%	-8%	-11	0	-15%	9%	/	-5%	-12%
CCN(CC)S(=O)(=O)c1ccc2c(c1)nc(CCC(=O)Nc1ccc(N3CCOCC3)cc1)n2C	-6%	8%[57.1 µM]	-4	1	-2%	-18%	1.2%	1%	-14%
CN1[C@@H]2CC[C@H]1CC(OC(=O)c1c[nH]c3ccccc13)C2 (some centres not stated)	-1%	0%	-3	2&-1	1%	-26%	/	-2%&-6%	5%
CCOC(=O)c1ccc2c(c1)sc(=NC(=O)c1ccco1)n2CCOC	5%	6%	-1	-3	-1%	-20%	18%	-2%	1%
CC(C)CNC(=O)c1c(-c2ccccc2)c(-c2ccccc2)nn(C)c1=O	1%	9%	-3	1	4%	10%	1.0%	-3%	10%
CN(Cc1c(C(=O)N/N=C/c2cc(F)ccc2F)nnn1-c1nonc1N)C1CCCCC1	-2%	-3%	-8	0	2%	-9%	3.6%	-5%	-6%
O=C(NCc1ccco1)c1ccc(Cl)c(S(=O)(=O)N2CCOCC2)c1	-8%	6%[57.1 µM]	-4	5	1%	1%	0.1%	-1%	0%
O=C(NC(=S)NC1CCCCC1)c1ccccc1	-9%	4%[57.1 µM]	4	0	-6%	-21%	0.3%	-9%	3%
O=C(CN1C(=O)NC2(CCCC2)C1=O)NNC(=O)c1ccccc1F	6%	-3%	3	2	3%	-20%	0.0%	-4%	-2%
COc1ccccc1OCC(=O)NNC(=O)c1ccc2c(=O)n3c(nc2c1)CCC3	4%	-3%	-3	-3	0%	-3%	2.9%	-4%	2%
CC(=O)Nc1ccc(NS(=O)(=O)c2ccc3ccccc3c2)cc1	2%	-6%	4	-8	0%	-2%	-0.2%	-8%	-4%
COc1cccc(CNC(=O)c2cc(=O)[nH]c3ccc(S(=O)(=O)N4CCCC4)cc23)c1	-4%	-1%	0	0	0%	-28%	0.8%	0%	11%
O=C(COc1cccc(Cl)c1)N1CCC(c2nc3ccccc3s2)CC1	-3%	3%	-3	4	-8%	-28%	-0.5%	0%	-4%
CCOc1ccc2[nH]c3c(NCCC(C)C)ncnc3c2c1	-11%	18%	-2	0	-1%	-18%	0.6%	2%	-4%
Clc1ccc(Cc2ccc(SCc3ccccc3)nn2)c(Cl)c1	-1%	-3%	0	-1	1%	-12%	3.7%	-2%	-6%
CSc1nnc(C(C)(C)C)c(=O)n1/N=C/c1c(O)ccc2ccccc12	-5%	2%	14	1	1%	4%	6.1%	-4%	3%
CSCCC(NC(=O)c1ccc(Cl)cc1Cl)C(=O)NNC(=O)c1ccncc1 (configuration not stated)	-5%	1%	-8	8	1%	-14%	0.3%	-2%	5%
CCN1C(=O)N[C@@H](c2cccc(C(F)(F)F)c2)C(C(=O)OC)=C1C	-2%	-5%	-4	1	1%	-13%	/	-4%	-10%
O=C(CCC(=O)N(CC(=O)NC1CCCCC1)c1ccc(F)cc1)Nc1ccccn1	5%	2%	-3	-2	1%	-6%	-4.3%	-2%	-1%
O=C(c1ccc(Cl)nc1)N1CCN(S(=O)(=O)c2ccc(Cl)cc2)CC1	-16%	5%	-3	-1	0%	-2%	0.4%	-3%	1%
Cc1ccc(OC(=O)COc2ccccc2C)cc1	3%	11%	-5	3	0%	?	2.6%	-6%	5%
Cc1cc(=O)[nH]c(SCc2nnnn2-c2ccc(Cl)cc2)n1	0%	-1%	-6	4	2%	-21%	0.6%	-4%	1%
Cc1ccc(-c2cc(Cc3ccc(N(C)C)cc3)c(=O)[nH]n2)cc1	-1%	-2%	-3	-1	1%	-3%	0.7%	3%	3%
Cc1noc(C)c1C(=O)N1CCC1(C)C(=O)NS(=O)(=O)c1ccc(Br)cc1 (configuration not stated)	/	/	-12	2	0%	/	/	-3%	/
COc1cccc(NC(=O)c2oc3ccc(S(=O)(=O)N4CCC5(CC4)OCCO5)cc3c2C)c1	-20%	2%[57.1 µM]	-1	-4	?	10%	0.5%	-3%	-7%
Cc1ccccc1OCC(=O)Nc1ccc(NC(=O)c2ccco2)cc1	-3%	0%	-5	-1	1%	-21%	1.9%	-1%	2%
Nc1c(N)c2ccccc2oc1=O	-5%	7%	-1	0	-5%	-13%	-0.3%	2%	7%
COc1ccc(C(=O)Oc2cc(C)c(CN3CCOCC3)cc2C)cc1OC	-7%	3%[57.1 µM]	-4	3	0%	-4%	-0.4%	-5%	0%
N#Cc1nc(COc2ccccc2Cl)oc1NCc1ccco1	2%	10%[57.1 µM]	0	2	-12%	-22%	4.3%	-4%	4%
Cc1nn(CC(=O)Nc2ccccc2F)c(=O)c2c(C)n(-c3ccc(Cl)cc3)nc12	2%	-3%[57.1 µM]	-12	0	3%	-26%	4.7%	-3%	-18%
Cc1cc(C)c2c(CN3CCOCC3)cc(=O)oc2c1	4%	3%	3&-1	0	0%	-2%	0.8%	1%	8%
O=C(CCSc1ccccc1)Nc1ccccc1Br	4%	-4%	-12	-9	1%	-8%	-1.1%	-1%	-6%
COc1ccccc1CC(=O)NN1C(=O)NC2(CCC(C)CC2)C1=O (configuration not stated)	8%	2%	-1	4	-1%	-21%	-1.0%	1%	4%
COc1ccc(-c2n[nH]c3c2CN(C(=O)c2ccc(OC)c(OC)c2)CC3)cc1	-8%	-4%	-11	5	?	-9%	3.7%	-1%	0%
Cc1ccc(NS(=O)(=O)c2ccc(C(=O)N3CCOCC3)cc2)cc1	7%	-3%	-1	2	-1%	-10%	-0.2%	-4%	4%
CN(CC(=O)NCc1ccco1)CC(=O)Nc1ccc(F)c(F)c1F	-18%	5%	3	16	0%	-16%	/	0%	7%
Cc1ccc(-c2nc(CN3CCCCC3c3cccc(F)c3)c(C)o2)o1 (configuration not stated)	-29%	0%[57.1 µM]	-13	1	-1%	-17%	1.8%	-4%	-10%
